From PubChem
HTT cytoprotect = protects HTT-Q103 PC12 cells, measured by ATP; PC12 HTT-Q103 induced, cytoprotection, ATP luminescence, 40 h; Potency, µM (highest dose often 56.4 µM), inactives show cytoprotection (ATP increase), usual class: activators; 230,000 compounds, 0.14% hits;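 also: % of control where 0% means no effect; nearly all actives have a fitted effect of over 45% in size; toxic huntingtin expression switched on by the ecdysone agonist tebufenozide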
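PC12 cells with ecdysone-inducible HTT exon 1 Q103-GFP, induced with 100 nM tebufenozide and co-treated with library compounds in a dose series (1536-well, 1500 cells/well). Cytoprotection read as ATP content by ATPlite luminescence.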
GAA inh = alpha-glucosidase (human) inhibition. P10253. purified human GAA, 4-MU-alpha-glucoside fluorescence. Potency, µM (series often up to 76.9 µM), for the others: at the top dose activity change, negative = inhibition, actives largely listed as inhibitors. 200,000 compounds, 0.005% hits. AID 1466;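 also: plate controls were uninhibited enzyme wells for no effect and no-enzyme background for full effect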
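Human enzyme at 4 nM with 400 uM 4-methylumbelliferyl-alpha-D-pyranoside, citrate/phosphate buffer pH 5.0, 0.005% Tween-20, 20 min at room temperature. Compounds up to 77 uM. 4-MU fluorescence (Ex 365/Em 440) read after NaOH/glycine stop; AC50 from Hill fit.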
HTT aggregate = reduces HttQ103-GFP aggregates in PC12 cells | PC12 HttQ103-GFP aggregates, Acumen cytometry, 40 h | Potency, µM (doses to about 46.1 µM), for inactives: top-dose activity change, negative = inhibition, usual class: inhibitors | 220,000 compounds, 1.1% hits | AID 1688; also: % is scaled to controls: 0 for no effect and ±100 for the full control effect; nearly all actives have a fitted effect of over 60% in size
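Huntingtin Q103 exon 1–GFP aggregates in induced PC12 cells (100 nM tebufenozide) were quantified by cytometry from lysates, with compounds dosed in titration.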
IMPase Li inh = cell-permeable IMPase inhibitors with lithium potentiation. CHO-M1 cells, IP1 TR-FRET (IP-One), carbachol + lithium. Potency, µM (top dose mostly 59.4 µM), for inactives: top-dose activity, negative = IMPase inhibition, usual class: inhibitors. 210,000 compounds, 0.35% hits. AID 1457;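 also: IP1 builds up when IMPase is blocked and the TR-FRET signal falls; plate controls were basal vehicle for no effect and high inhibitor control for full effect; nearly all actives have a fitted effect of over 50% in size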
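CHO cells stably expressing M1 receptor (2000/well, cultured 16–30 h) treated 30 min at 37C with compound plus low lithium. Cytosolic IP1 by TR-FRET (665/620 ratio and 620 channel) after 10 min lysis; AC50 by Hill fit.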
GAA glycogen mod = inhibitors or activators of human alpha-glucosidase glycogen cleavage; P10253; recombinant GAA, glycogen substrate, Amplex Red glucose oxidase fluorescence; Potency, µM (top dose mostly 76.4 µM), inactives show top-dose activity change, negative = inhibition, most hits filed as inhibitors; 300,000 compounds, 0.38% hits;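 also: 0% = full enzyme reaction and -100% = no-enzyme basal signal; the screen sought inhibitors and activators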
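Recombinant human alpha-glucosidase (4 nM final) hydrolysed bovine liver glycogen (30 ug) for 40 min at 37 C in pH 5.0 citrate/phosphate with 0.01% Tween-20. Released glucose detected by glucose oxidase/Amplex Red, Ex 573/Em 610 nm. Compounds up to 77 uM; AC50 from Hill fits.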
GAA spleen mod = inhibitors or activators of human alpha-glucosidase in spleen homogenate. P10253. human spleen homogenate, 4-MU-alpha-glucoside fluorescence. Potency, µM (doses to about 79.9 µM), for inactives: at the highest dose activity change, negative = inhibition, most hits filed as inhibitors. 240,000 compounds, 0.006% hits. AID 2112;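 also: 0% = enzyme with vehicle and -100% = no enzyme basal signal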
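Compounds were titrated against alpha-glucosidase in spleen homogenate at pH 5.0, with 1 mM 4-methylumbelliferyl substrate for 40 min at 37 C. Reactions were quenched with pH 10 NaOH/glycine and fluorescence measured.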
RGS12 GoLoco inh = blocks human Gai1 binding to RGS12 GoLoco peptide, red readout | P63096 | Gai1:RGS12 GoLoco peptide FP, rhodamine, 10 min | Potency, µM (series often up to 61.6 µM), inactives show at the top dose activity, negative = inhibition, usual class: inhibitors | 230,000 compounds, 0.44% hits | AID 880; active = well fitted inhibition curve with a large enough effect, not every such curve was filed as active; inactive = no such curve, though single readings can be large or run the other way; also: % is scaled to controls: 0 for no effect and ±100 for the full control effect; nearly all actives have a fitted effect of over 30% in size; many of its hits are not listed in these tables
Target sequence (P63096 whole entry, looked up): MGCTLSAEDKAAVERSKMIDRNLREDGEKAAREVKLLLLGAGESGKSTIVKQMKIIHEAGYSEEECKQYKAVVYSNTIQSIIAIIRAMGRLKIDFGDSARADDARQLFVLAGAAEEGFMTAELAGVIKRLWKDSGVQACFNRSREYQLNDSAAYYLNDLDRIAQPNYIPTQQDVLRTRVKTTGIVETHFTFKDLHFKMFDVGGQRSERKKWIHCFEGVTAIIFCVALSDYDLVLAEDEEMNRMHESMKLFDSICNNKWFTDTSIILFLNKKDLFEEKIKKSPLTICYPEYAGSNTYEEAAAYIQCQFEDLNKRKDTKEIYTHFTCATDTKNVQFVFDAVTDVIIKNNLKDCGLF
Starred values were filed as active, the others as inactive; ? = inconclusive; · = no result given; [ ] = remark or other dose. Unless noted, calls follow the shape of the dose curve; as a rule, active = well fitted curve in the direction sought with a large enough effect; inconclusive = small, poorly fitted or top-dose-only effect, or another doubt; inactive = no such curve, though single readings can be large; an effect the other way counts as inactive or inconclusive. Potency is read from the fitted curve at half-maximal effect. The list is partial. The share of hits here may be higher or lower than overall.

Each structure is followed by: HTT cytoprotect, GAA inh, HTT aggregate, IMPase Li inh, GAA glycogen mod, GAA spleen mod, RGS12 GoLoco inh
[1] Cc1c(C(=O)NCc2ccc3c(c2)OCO3)oc2ccccc12
    3%[10 µM], -5%, -4%, 7%, -4%, 1%, 15%
[2] Cc1cc(NS(=O)(=O)c2ccc(NC(=O)c3cc4c(=O)n5ccccc5nc4s3)cc2)nc(C)n1
    -1%, 5%, ?, -6%, -5%, 7%, 23%
[3] CCC1SC2=NC(C)=C(C(=O)OC)C(c3ccc(C(=O)OC)cc3)N2C1=O (stereo not drawn)
    0%, -4%, 0%, 2%[38.3 µM], -2%, -3%, 4%
[4] Nc1nc(NC(=O)CCCC(=O)O)nn1-c1ccccc1
    -15%[10 µM], -4%, -8%, 11%[38.3 µM], 5%, -3%, 2%
[5] O=S1(=O)CCN(Cc2ccc(Cl)c(C(F)(F)F)c2)CC1
    8%, 0%, -9%[9.22 µM], 9%, 22%, -20%, 19%
[6] O=C(O)c1ccccc1C(=O)NCC(O)c1ccccc1 (stereo not drawn)
    -2%[10 µM], -17%, -7%[9.22 µM], ·, -5%, -5%, 8%
[7] NNc1ncnc2scc(-c3ccc(Cl)cc3)c12
    11%[10 µM], -11%, ?, 7%, -26%, -5%, 17%
[8] COc1ccc(OC)c(-c2csc(NC(=O)Cc3cccs3)n2)c1
    -52%[inhibitor], 13%, -23%, 9%, -7%, 7%, 11%
[9] CC(C)CCn1nc(C(=O)Nc2nc3c(s2)CCCC3)c2ccccc2c1=O
    27%[10 µM], 2%, -25%, 13%, -1%, -4%, 2%
[10] Clc1ccc(OCc2cc(-c3ccccc3)no2)cc1Cl
    18%[10 µM], 3%, -6%, -5%, 1%, 1%, 3%
[11] COc1ccccc1NC(=O)c1ccc(NC(=O)COC(=O)C2(C)CC2(Cl)Cl)cc1 (stereo not drawn)
    18%[10 µM], 6%, -14%, 12%, -5%, 0%, 4%
[12] COc1ccc(S(=O)(=O)N2CCOCC2)cc1NC(=O)CSc1n[nH]c(=O)n1C1CC1
    37%[10 µM], -7%, -7%, -2%, -9%, 0%, 5%
[13] CCN(Cc1cnn(C)c1)C(=O)c1ccc(OC2CCN(S(=O)(=O)N(C)C)CC2)cc1
    -14%[10 µM], ?, 2%[9.22 µM], 19%, 6%, 2%, 3%
[14] CC(OC(=O)Nc1cccc(Cl)c1)C(=O)O (stereo not drawn)
    -4%[10 µM], ·, -9%[9.22 µM], ·, 6%, -4%, -4%
[15] C=CCNC(=O)COc1ccc(N(C)S(=O)(=O)c2ccc(NC(C)=O)cc2)cc1
    -6%, 0%, 29%, -7%, -5%, -3%, 7%
[16] COc1cc(NC(=S)N2CCN(C(c3ccccc3)c3ccccc3)CC2)cc(OC)c1
    13%[10 µM], 3%, -9%, 21%, 4%, -9%, 2%
[17] COc1ccc(CCNC(=O)Cn2c(=O)n(-c3ccc(C)c(F)c3)c(=O)c3sccc32)cc1OC
    -3%, -4%, -11%, -8%, 7%, -2%, 1%
[18] O=C(CC1C(=O)N(c2ccccc2)C(=S)N1c1ccccc1)c1ccc(Br)cc1 (stereo not drawn)
    0%[10 µM], -11%, -22%, 6%, -12%, -21%, 12%
[19] CCSc1nnc(NC(=O)c2ccccc2C)s1
    -48%[inhibitor], 2%, -24%, 2%, 5%, -3%, 12%
[20] COc1ccc(-c2c(=O)n(OCc3ccccn3)c3ccccc3[n+]2[O-])cc1OC
    2%[10 µM], 5%, -23%, 3%, -8%, -7%, -9%
[21] CC(C)(O)C#Cc1ccc(CN2CCN(C3CCCCC3)C(CCO)C2)s1 (stereo not drawn)
    5%[10 µM], 1%, -4%[9.22 µM], 16%, 7%, -5%, 2%
[22] CC(=O)c1c[nH]c2ccc(C)cc2c1=O
    -6%, 9%[15.4 µM], -14%, 3%[38.3 µM], -3%, 1%, 18%
[23] CCCn1c(=O)c2ccccc2n2c(SCCOc3ccc(OC)cc3)nnc12
    -12%, -7%, 8%[9.22 µM], ?, -8%, 9%, 1%
[24] COc1ccc(OC)c(NC(=S)N(CCc2c(C)[nH]c3ccccc23)Cc2cccs2)c1
    ·, 2%, 8%, 11%, -25%, -3%, -1%
[25] O=C(NCc1ccoc1)c1ccc(NC(=O)c2ccccc2Cl)cc1
    -32%, 1%, ?, 24%[38.3 µM], 4%, -18%, 1%
[26] COc1ccccc1CCNCc1ccc(OC)c(OCc2ccccc2)c1
    5%[10 µM], -5%, ?, 14%, 2%, -2%, 0%
[27] CC1(C)CC(=O)C(N=Nc2cccnc2)=C(O)C1
    8%[10 µM], ·, 3%[9.22 µM], ·, 8%, -5%, 0%
[28] CCC(=O)N(Cc1cc(=O)[nH]c2ccccc12)C1CCCCC1
    -15%, 5%, 15%, ·, 17%, 7%, ·
[29] Cc1nc2sc(C)c(C)c2c(=O)[nH]1
    10%[10 µM], -9%, -9%, -15%[38.3 µM], -4%, -5%, 5%
[30] CCCCOc1ccc2c(c1)C(=O)c1cc(O)ccc1-2
    -14%[10 µM], ?, 21%[9.22 µM], -6%, ?, -2%, 3%
[31] CC1(C)OC(=O)C(=NNc2ccc(Br)cc2)C(=O)O1
    ·, -9%, 24%, 0%, 4%, 4%, 9%
[32] COC(=O)c1ccc(C(=O)OC)c(NC(=O)CN(c2ccccc2)S(=O)(=O)N(C)C)c1
    11%[10 µM], 11%, ?, 15%, -17%, -6%, 14%
[33] Cc1c(NC(=O)COC(=O)c2ccc[nH]c2=O)c(=O)n(-c2ccccc2)n1C
    7%[10 µM], 1%, -11%, -2%, 13%, -4%, 2%
[34] CC(/C=N/NC(=O)CSc1ccccn1)=C\c1ccc(C(C)C)cc1
    -11%[10 µM], -7%, -1%, 20%, -7%, -26%, -2%
[35] CN(C)C(=O)COc1ccc(Oc2ccccc2)cc1
    -21%, -2%, 5%, 3%, 2%, 2%, -3%
[36] Cc1ccc(/C=N/NC(=O)CSc2nc3ccccc3n2Cc2ccccc2)o1
    15%[10 µM], ?, 5%, 1%, 4%, -6%, -2%
[37] COc1ccc(C(=O)C(CN2CCCC2)c2ccccc2)cc1 (stereo not drawn)
    ·, -12%, 16%[9.22 µM], 23%[38.3 µM], 2%, -5%, 6%
[38] Cc1nc(/N=C(\N)NC(=O)c2ccccc2)nc2ccccc12
    11%[10 µM], -1%, -26%, 0%, 6%, -6%, 10%
[39] Cc1ccc(CCNC(=O)C2CCCN(S(=O)(=O)c3cccc4nsnc34)C2)cc1 (stereo not drawn)
    -4%, -3%, -10%, -13%[38.3 µM], 0%, 0%, -12%
[40] Cn1c(=O)c2c(nc(NCc3ccccc3)n2Cc2ccc(F)cc2)n(C)c1=O
    -21%[10 µM], -5%, 20µM*, 23%, 6%, -4%, -2%
[41] COC(=O)C1C(O)=C(C=Nc2ccc(N)cc2)C(=O)CC1(C)C (stereo not drawn)
    -17%, 8%, 0%, 30%[38.3 µM], -7%, -2%, -5%
[42] O=C(Nc1ccc2snnc2c1)Nc1cccc2ccccc12
    -47%[inhibitor], -7%, ?, 43%[activator][38.3 µM], 3%, 0%, 3%
[43] COC(=O)c1ccc(N2C(=O)CC(N3CCN(C(=O)c4ccco4)CC3)C2=O)cc1 (stereo not drawn)
    5%[10 µM], 3%, 9%, -2%[38.3 µM], -1%, -6%, 5%
[44] O=C(OCC(=O)N1CCOCC1)c1ccc(N2CCOCC2)c([N+](=O)[O-])c1
    -2%, -7%, 12%, -4%, 7%, -14%, -2%
[45] CCOC(=O)c1[nH]c2ccc(OC)cc2c1NS(=O)(=O)c1ccc(Cl)s1
    ·, 1%, -5%, 8%, 6%, 8%, 6%
[46] Cc1ccc(S(=O)(=O)N(C)C)cc1NC(=O)COC(=O)Cc1ccc(Br)cc1
    -37%[inhibitor], -2%, -3%, 6%, -12%, 7%, 8%
[47] N#C/C(=C(/O)C(Cl)c1ccccc1)c1nc2ccccc2s1 (stereo not drawn)
    4%, 0%, -18%, 34%[activator][38.3 µM], -5%, 2%, 7%
[48] CCN1C(=O)C(CC(=O)Nc2ccc(C)cc2C)Nc2cc(S(=O)(=O)N(C)C)ccc21 (stereo not drawn)
    ·, ?, -2%, -2%, -20%, 4%, 16%
[49] O=C(/C=C/c1ccccc1)NCCOc1ccccc1
    7%[10 µM], -3%, -17%, 6%, 6%, -1%, 5%
[50] CC1CCCN(c2ccc(C(=O)NCCc3ccccc3)cn2)C1 (stereo not drawn)
    -38%[10 µM], -15%, ?, 18%[38.3 µM], -1%, -12%, -15%
[51] O=C1NC(=O)[C@@H]2C3c4ccccc4C=CN3[C@H](C(=O)c3cccs3)[C@H]12 (stereo partly drawn)
    -24%, -1%, -11%, 0%[38.3 µM], 2%, -7%, -36%
[52] S=c1[nH]nc(Cc2noc3ccccc23)n1-c1ccc(Cl)cc1
    -4%, -6%, -5%, -7%, -14%, -17%, 10%
[53] OC(CNCCc1ccc(Cl)cc1)COc1ccc2ccccc2c1 (stereo not drawn)
    -18%, -5%, 4%, -5%, 4%, 6%, -8%
[54] CC1CCCC/C1=N\NS(=O)(=O)c1ccc(Br)cc1 (stereo not drawn)
    ?, ?, 15%, 16%[38.3 µM], -2%, -7%, 3%
[55] CC(C)(C)n1nnnc1C(c1cccs1)N(Cc1cccnc1)CC1CCCO1 (stereo not drawn)
    4%, 4%, -11%, 11%[38.3 µM], 4%, 2%, 2%
[56] Cc1cc(C)cc([N+](=O)[O-])c1
    -8%, ·, ·, 3%, ·, -3%, -19%
[57] OCC1(Cc2ccccc2)CCCN(Cc2c[nH]c3ccccc23)C1 (stereo not drawn)
    -5%[10 µM], 0%, 0%[9.22 µM], 4%, 12%, 6%, 118%[activator]
[58] CCN(CC)c1cc(C)c(C#N)c2nc3ccccc3n12
    -3%[10 µM], ?, 13%[9.22 µM], ·, 3%, -1%, 32%[activator]
[59] Cc1ccc(C(=O)NN2C(=O)CSC2=S)cc1
    ·, -15%, 1%, -5%, 8%, -5%, 28%
[60] COc1ccc(-c2noc(CCC(=O)Nc3cc(Cl)c(OC)cc3OC)n2)cc1
    -12%, -2%, -1%[9.22 µM], 7%[38.3 µM], -2%, 6%, 10%
[61] CCN(C(=O)CSc1ncccc1C(=O)O)C1CCCCC1
    -42%, 9%, -2%, -10%, 6%, 2%, 1%
